RSV antiviral HEp-2: RSV antiviral activity via CPE protection, HEp-2 cells, primary 10 µM value included (AID 2391) | CPE inhibition, % at 10 µM, or IC50 in µM where a hit was titrated | 310,000 compounds, 0.13% hits | HEp-2 cells, RSV-induced CPE inhibition; higher % means a stronger effect; in the data active = a potency from the dose series; inconclusive = CPE inhibition mostly from about 23% at the one dose, without a potency; inactive = the rest, 99 in 100 with CPE inhibition below about 21%; also: strong numbers were not always called active
UTI89 phage lysis: inhibition of K1F phage lysis, E. coli UTI89, bacterial capsule biogenesis inhibitors, alamar blue (AID 488966); E. coli UTI89 K1F phage lysis, alamar blue, 2 h; higher % means a stronger effect; inhibition, % at 100 µM, or IC50 in µM where a hit was titrated; 340,000 compounds, 0.02% hits;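 active = phage lysis inhibition, versus mean bacterial control, above a set limit; inconclusive = no clear call, values can overlap the other calls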;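 also: capsule biogenesis inhibitors block K1F phage lysis so surviving cells raise fluorescence; higher fluorescence means more inhibition of phage lysis; actives were called in the ten point dose series up to 300 µM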
T cell HTS: modulators of CD8 T cell-vesicle binding, primary screen, mouse 2C CD8+ T cells, flow cytometry; 2C CD8+ T cell-vesicle binding; active compounds read low; 330,000 compounds, 0.068% hits; calls only at 7 µM;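 active = response, share of CD8 T cells binding vesicles, and their 90th percentile fluorescence all below set limits, cut at about 80% in these data, passing the limit was not always enough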
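material = purified 2C TCR transgenic mouse naive CD8+ T cells | controls = Unloaded micro-vesicles (low), QL9 vesicles with 0.7% DMSO (high) | detection = cytometric PE anti-B7-1 and Alexa647 anti-CD8 signals after 1% paraformaldehyde fixation | incubation = binding step 1.5 h, 37 °C, antibody labelling 20 min, ice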
SV40 large T antigen: SV40 large T antigen inhibitors, biochemical (AID 1903). SV40 large T antigen ATPase/helicase inhibition assay; higher % means a stronger effect. one-dose inhibition, % at 20 µM; IC50 in µM for titrated hits. 310,000 compounds, 0.39% hits; in the data active = a potency from the dose series; inconclusive = inhibition mostly from about 32% at the one dose, without a potency; inactive = the rest, 99 in 100 with inhibition below about 32%; also: strong numbers were not always called active
Rac1 GTP hydrolysis: MgcRacGAP GTPase-activating activity inhibitors, confirmation, biochemical, ADP Hunter fluorescence; Rac GTPase-activating protein 1 (Homo sapiens); MgcRacGAP-stimulated Rac1 GTP hydrolysis, ADP Hunter fluorescence; higher % means a stronger effect; GST-tagged Rac1 F28L mutant substrate; inhibition, % at 30 µM; hits with a dose series show IC50 in µM; 340,000 compounds, 0.6% hits;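 active = first-screen hits whose inhibition reached a set limit at any dose in the follow-up dose series; inconclusive = inhibition above the set first-screen limit but never retested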;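 also: fluorescence reports GDP produced by GAP-driven GTP hydrolysis; strong numbers were not always called active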
Dengue-2 NS5 capping: Dengue-2 NS5 methyltransferase inhibitors, primary screen, biochemical, confirmation dose response (AID 588689); 340,000 compounds, 0.3% hits; Dengue-2 NS5 methyltransferase capping enzyme assay, biochemical; higher % means a stronger effect; Genome polyprotein (Dengue virus type 2 (strain 16681-PDK53)); one-dose inhibition, % at 25 µM; IC50 in µM for titrated hits; in the data active = a potency from the dose series; inconclusive = inhibition above about 29% without an active follow-up result
Salmonella PhoP GFP: inhibitors of PhoP regulon expression, primary screen, Salmonella Typhimurium, GFP reporter (AID 1863). S. Typhimurium PhoP-regulated promoter GFP reporter, 4 h; higher % means a stronger effect. inhibition, % at 50 µM; hits with a dose series show IC50 in µM. 300,000 compounds, 0.16% hits;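 active = inhibition over 29.93%, a cutoff 3 SD above the screen mean, later confirmed by dose response; inconclusive = inhibition over 29.93% but no dose response follow-up; inactive = inhibition at most 29.93% or unconfirmed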;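 also: 0% = low Mg2+ inducing control and 100% = high Mg2+ repressing control; strong numbers were not always called active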
NTR1 agonist: agonists of NTR1, primary screen, imaging, U2OS cells, beta-arrestin-GFP, high content (AID 493036) | Neurotensin receptor type 1 (Homo sapiens), P30989 | NTR1-U2OS beta-arrestin-GFP spot imaging, agonist mode | activation, % at 20 µM | 330,000 compounds, 0.17% hits;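 active = activation at or above 40% of the spot to cytoplasm intensity ratio, with at least 20 cells analyzed; inconclusive = wells under 20 cells, flagged as cytotoxic or low count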;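 also: 0% = DMSO without peptide and 100% = 100 nM NTR1 peptide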
Target sequence (P30989 whole entry, looked up): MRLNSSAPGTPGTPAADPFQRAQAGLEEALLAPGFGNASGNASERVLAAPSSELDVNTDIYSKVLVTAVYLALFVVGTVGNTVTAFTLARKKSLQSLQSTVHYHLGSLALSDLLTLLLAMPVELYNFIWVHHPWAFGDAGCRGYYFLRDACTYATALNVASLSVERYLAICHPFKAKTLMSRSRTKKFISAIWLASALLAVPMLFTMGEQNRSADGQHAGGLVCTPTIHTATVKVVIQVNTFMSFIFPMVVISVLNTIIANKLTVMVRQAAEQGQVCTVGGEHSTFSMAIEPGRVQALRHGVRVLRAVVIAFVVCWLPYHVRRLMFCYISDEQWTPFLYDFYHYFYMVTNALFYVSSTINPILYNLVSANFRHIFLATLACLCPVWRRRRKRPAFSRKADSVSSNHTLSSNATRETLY
West Nile virus CPE: West Nile virus antiviral activity, cell-based, CPE readout (AID 1621); West Nile virus-infected cells, CPE inhibition; higher % means a stronger effect; CPE inhibition, % at 10 µM; hits with a dose series show IC50 in µM; 290,000 compounds, 0.02% hits; in the data active = a potency from the dose series; inconclusive = CPE inhibition mostly from about 3.7% at the one dose, without a potency; inactive = the rest, 99 in 100 with CPE inhibition below about 2.2%; also: strong numbers were not always called active
T cell HTS vesicle-bound %: further read-out of T cell HTS, marked with its call; double positive events, %; measured here: CD8+ vesicle-bound cell fraction;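 binding gate set so that unloaded-vesicle control wells show 10% double positive cells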
NTR1 agonist cell count 20 µM: second read-out of NTR1 agonist, no call of its own (marks repeat the call); cell count; measured here: cell count, cytotoxicity flag
Dengue-2 NS5 capping pilot replicate: recorded beside Dengue-2 NS5 capping, whose call it bears; inhibition, %; measured here: pilot screen replicate inhibition
* = called active by the depositor; i = inactive; ? = inconclusive; . = no result given; [ ] = another dose, or the depositor's remark.

SMILES | RSV antiviral HEp-2 | UTI89 phage lysis | T cell HTS | T cell HTS vesicle-bound % | SV40 large T antigen | Rac1 GTP hydrolysis | Dengue-2 NS5 capping | Salmonella PhoP GFP | NTR1 agonist | NTR1 agonist cell count 20 µM | West Nile virus CPE | others
CCc1sc(C(=O)N2CCN(CC(=O)Nc3cccc(F)c3)CC2)cc1C | 1.7% | 1.1%[50 µM] | i | 25 | . | 2% | -1% | . | -0.5 | 54 | .
COc1cccc(C2=NCCc3cc4c(cc32)OCO4)c1OC | 2.2% | 0.3%[50 µM] | i | 6 | 11% | -8% | -9% | -1% | 0.7 | 63 | -0.2%
Cn1c(C(=O)NCCCN2CCCC2=O)cc2c(=O)n(C)c3ccccc3c21 | -1.1% | -2.2% | i | 36 | -3% | 15% | -7% | 12% | 2.3 | 75 | 0.7%
Cc1cc2nc(C3CCN(C(=S)NCCCOC(C)C)CC3)[nH]c2cc1C | 0.0% | -0.5% | i | 28 | 3% | 6% | -7% | 3% | -0.1 | 34 | -0.9%
O=C1Nc2ccc(S(=O)(=O)NCc3ccccn3)c3cccc1c23 | . | -1.3% | . | . | 4% | 11% | -9% | 3% | -2.4 | 53 | .
COc1cccc(N2CCN(C(=O)c3cc(C)oc3C)CC2)c1 | -0.6% | 0.3%[50 µM] | i | 31 | . | 11% | 3% | . | -1.9 | 47 | .
Cc1cc(NC(=O)C2CC(=O)N(c3cccc(Cl)c3)C2)no1 (stereo not given) | -0.2% | -0.5% | i | 40 | -1% | 8% | 0% | 7% | -0.5 | 53 | -0.2%
O=C(CSc1nccc(-c2cccs2)n1)Nc1ccc(Cl)cc1 | . | 0.2% | i | 27 | 7% | 10% | 3% | 10% | -1.0 | 56 | -0.3%
C/C=C(/C)C(=O)O[C@@H]1[C@H](OC(=O)C=C(C)C)c2c(ccc3ccc(=O)oc23)OC1(C)C | 0.2% | 0.6% | i | 19 | 2% | 7% | 2% | -3% | 16 | 67 | -0.8%
CC1CCCCC1N1CN=C(Nc2nc3ccccc3s2)NC1 (stereo not given) | -1.2% | -0.3% | i | 38 | 2% | -7% | -1% | 3% | 3.5 | 69 | ?
O=C(NC1CCCCC1)C(=S)N1CCOCC1 | 0.7% | 0.7% | i | 40 | 9% | -2% | -4% | -6% | 2.2 | 65 | 0.1%
O=C(CN1CCCCC1)NC1CCc2cc3c(cc21)CCC3 (stereo not given) | -1.0% | -0.3% | i | 29 | 6% | -8% | 1% | . | 0.4 | 48 | .
CC(Oc1ccccc1)C(=O)N1CCN=C1SCc1ccccc1 (stereo not given) | -0.6% | 0.0% | i | 6 | 14% | 7% | -9% | -2% | 2.0 | 67 | 0.1%
CCCCNC(=O)c1cc([N+](=O)[O-])[nH]n1 | 0.4% | 1.4%[50 µM] | i | 16 | 17% | 3% | -5% | -8% | 5.7 | 55 | 0.3%
O=C(CN1C(=O)c2cccc3cccc(c23)C1=O)NCCCO | -0.3% | 0.0% | i | 65 | 15% | 6% | -3% | -4% | 1.3 | 86 | 0.1%
CCOC(=O)N1CCN(S(=O)(=O)c2ccc(F)c(C(=O)Nc3cccc(Cl)c3C)c2)CC1 | 6.0% | 0.0% | i | 57 | 5% | 6% | 3% | 0% | 4.6 | 75 | -0.4%
CCOc1ccccc1NC(=O)C(NCC1CCCCC1)c1ccccc1 (stereo not given) | ? | 0.2% | i | 19 | 11% | 4% | -13% | -9% | 7.5 | 40 | -1.2%
COc1ccc2sc(NC(=O)CC(C)C)nc2c1 | 0.3% | 2.3% | i | 12 | 6% | 3% | -2% | 5% | -2.1 | 94 | -0.2%
COc1ccc(NC(=O)CSCC(=O)N2CCN(C(=O)c3ccco3)CC2)cc1 | 0.7% | 1.1%[50 µM] | i | 41 | . | 8% | -10% | . | -0.5 | 64 | .
O=C(c1cc(-c2ccc(O)cc2)on1)N1CCCCCC1 | 6.4% | 0.0% | i | 40 | 24% | 11% | 0% | -4% | 0.8 | 51 | -0.2%
O=C(CCC1CCCCC1=O)c1ccccc1 (stereo not given) | 1.2% | 2.3% | i | 33 | 16% | 2% | 2% | 2% | 2.2 | 51 | .
O=C(COC(=O)c1ccccc1O)NCc1ccc2c(c1)OCO2 | . | 0.6%[50 µM] | i | 46 | . | 1% | 0% | . | -1.1 | 69 | .
Cc1cc(C)c(C)c(OCC(=O)O/N=C(\N)c2ccccn2)c1 | 4.9% | 0.1% | i | 60 | . | 7% | 0% | -2% | 9.2 | 21 | -0.6%
CC(=O)Oc1c(S(=O)(=O)c2ccc(C)cc2)c(C)nn1-c1ccccc1 | 3.4% | 1.4% | i | 42 | 20% | -1% | -3% | -8% | -1.3 | 54 | 0.7%
O=C(CCCN1C(=O)CCC1=O)Nc1ccc2c(c1)OCCO2 | 1.6% | 0.3% | i | 40 | -2% | 8% | 7% | 30% | -0.7 | 52 | -0.3%
O=S(=O)(Nc1ccccc1)c1ccc(NS(=O)(=O)c2c(F)cccc2F)cc1 | -0.3% | -0.8% | i | 30 | 5% | -6% | -3% | 8% | 0.3 | 49 | 0.2%
COC(=O)c1cc(CNC(=O)c2cccc(Cl)c2Cl)ccc1OC | 3.3% | . | i | 59 | 6% | . | . | 4% | -1.3 | 110 | -0.6%
COc1cc(C(=O)OCC(=O)c2cc(C)n(C)c2C)cc(NC(=O)c2ccco2)c1OC | 1.8% | 0.3% | i | 9 | 4% | 5% | 2% | -21% | 23 | 100 | 0.1% | Dengue-2 NS5 capping pilot replicate=-4.7
Cc1cccc(OCCCn2c(=O)sc3ccccc32)c1 | 4.8% | 1.8% | i | 36 | 12% | 10% | 2% | 13% | 0.8 | 51 | -0.4%
O=C(COc1ccccc1)Nc1nc2cc3c(cc2s1)OCCO3 | 0.1% | 2.1%[50 µM] | i | 33 | 7% | 6% | 7% | -2% | 2.4 | 59 | -0.5%
O=C(O)c1cccc(S(=O)(=O)NNc2ccccc2C(F)(F)F)c1 | 3.1% | 0.5% | i | 49 | 0% | 14% | 13% | -4% | 1.4 | 58 | -0.6%
CCOc1ccc(-c2nc(C#N)c(N3CCN(Cc4ccccc4)CC3)o2)cc1 | 6.5% | -1.8% | i | 54 | 5% | -3% | -4% | 4% | 2.9 | 64 | 0.0%
O=C(Nc1ccc2c(c1)OCCO2)C1CCN(C(=O)c2ccc(Br)cc2)CC1 | 1.4% | 1.8% | i | 38 | 4% | 6% | 1% | 10% | 0.9 | 55 | 0.2%
O=C(O)c1cc(-c2ccc(/C=N/N3C(=O)C4C5C=CC(CC5)C4C3=O)o2)ccc1Cl (stereo not given) | 6.2% | -0.8% | i | 10 | . | 3% | -5% | . | -1.6 | 35 | -0.1%
COc1ccc(Oc2ccc(C(F)(F)F)cc2NC(=O)c2ccc(F)cc2)cc1 | 10% | . | i | 28 | 13% | . | . | 5% | 0.4 | 54 | -0.5%
O=S(=O)(NCCc1ccncc1)c1ccc(F)cc1 | 1.4% | 0.1% | i | 46 | 7% | 7% | -7% | 4% | -0.9 | 90 | -0.8%
CCOC(=O)c1[nH]c2ccccc2c1NC(=O)NC1CCCCC1 | 2.4% | 0.2% | i | 34 | -7% | 17% | . | 33% | 1.5 | 68 | -0.1%
COc1cc(/C=C/C(=O)O)cc(S(=O)(=O)NC2CC2)c1OC | 1.4% | -0.8% | i | 56 | 5% | 3% | 6% | -15% | 0.3 | 70 | 0.2%
Nc1c(Cl)cc(C2=NCCn3nc4cc(C(F)(F)F)ccc4c32)cc1Cl | -1.3% | 1.5% | i | 36 | 6% | -2% | 16% | . | 16 | 53 | .
Nc1c(C(=O)Nc2cccc(C(=O)O)c2)sc2nc3c(cc12)CCCC3 | 1.7% | -0.2% | i | 21 | 13% | 13% | -2% | -1% | -2.5 | 45 | 0.2%
O=C(NC1CCCCC1)C1CCCN(S(=O)(=O)c2cnc[nH]2)C1 (stereo not given) | 1.4% | 11% | i | 41 | -1% | 2% | -2% | -3% | 4.9 | 49 | 0.1%
Cc1cccc(NC(=O)CN2C(=O)N/C(=C/c3cc(C)n(C(C)C)c3C)C2=O)c1 | 0.9% | -0.9% | i | 60 | 18% | -14% | -7% | 11% | 1.7 | 54 | -0.1%
CCN(CC)CCN(Cc1cc2cc3c(cc2[nH]c1=O)OCO3)C(=S)NCC(C)C | 0.2% | 1.3% | i | 65 | 6% | 6% | -4% | 8% | 3.3 | 51 | -0.6%
CC(C)CCN1CC(C(=O)NCc2ccccc2)CC1=O (stereo not given) | 1.7% | 4.3% | i | 11 | 7% | 5% | 3% | 6% | 0.8 | 40 | -0.3%
O=C(NCC1CCCO1)C1CC(c2ccc(Cl)c(Cl)c2)=NO1 (stereo not given) | 2.0% | -0.9% | . | . | 6% | 1% | -3% | -5% | -0.9 | 58 | -0.2%
O=C(NCCc1ccc2c(c1)OCCO2)c1ccccn1 | 1.6% | 0.0% | i | 28 | ? | 7% | 6% | 2% | -0.4 | 40 | -0.1%
CS(=O)(=O)Nc1ccccc1C(=O)OCC(=O)N1CCC(c2ccccc2)=N1 | 0.3% | 0.3%[50 µM] | i | 7 | . | 8% | -4% | . | -0.4 | 55 | .
COc1ccccc1CNC(=O)Cn1c(=O)oc2cc(S(=O)(=O)N3CCCC3)ccc21 | 0.5% | 0.3% | i | 37 | . | 3% | -3% | . | -0.5 | 49 | -0.8%

Two compounds picked at random from the list so far, as already listed:
SMILES | RSV antiviral HEp-2 | UTI89 phage lysis | T cell HTS | T cell HTS vesicle-bound % | SV40 large T antigen | Rac1 GTP hydrolysis | Dengue-2 NS5 capping | Salmonella PhoP GFP | NTR1 agonist | NTR1 agonist cell count 20 µM | West Nile virus CPE | others
CCN(CC)CCN(Cc1cc2cc3c(cc2[nH]c1=O)OCO3)C(=S)NCC(C)C | 0.2% | 1.3% | i | 65 | 6% | 6% | -4% | 8% | 3.3 | 51 | -0.6%
CCc1sc(C(=O)N2CCN(CC(=O)Nc3cccc(F)c3)CC2)cc1C | 1.7% | 1.1%[50 µM] | i | 25 | . | 2% | -1% | . | -0.5 | 54 | .

Assay outcomes as filed in PubChem.
